High-throughput results (PubChem BioAssay)
ERp5 block: blocks human ERp5 reductase activity on insulin; Q15084; ERp5 insulin aggregation, absorbance 650 nm, 90 min; inhibition, % at 9.99 µM; 350,000 tested, 0.05% active;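 active = mean replicate inhibition above about 25%, with every replicate also reaching it, limit read from the data, passing the limit was not always enough; inconclusive = only one of those two criteria met; inactive = neither criterion met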
Target sequence (Q15084 whole entry, looked up): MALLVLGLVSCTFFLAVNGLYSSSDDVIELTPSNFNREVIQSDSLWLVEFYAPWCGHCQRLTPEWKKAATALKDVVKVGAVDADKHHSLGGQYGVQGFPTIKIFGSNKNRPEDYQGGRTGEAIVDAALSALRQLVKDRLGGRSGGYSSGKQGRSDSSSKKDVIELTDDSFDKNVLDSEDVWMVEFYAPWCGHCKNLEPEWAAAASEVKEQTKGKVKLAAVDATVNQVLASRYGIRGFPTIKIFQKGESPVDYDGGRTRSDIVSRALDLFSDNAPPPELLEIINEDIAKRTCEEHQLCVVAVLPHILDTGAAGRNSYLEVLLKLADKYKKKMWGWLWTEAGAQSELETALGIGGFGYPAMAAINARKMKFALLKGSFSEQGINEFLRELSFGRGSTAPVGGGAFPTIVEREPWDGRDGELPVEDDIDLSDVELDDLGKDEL
S100A4 MyoIIA: blocks human S100A4 binding to myosin IIA peptide | P26447 | S100A4/TAMRA-MyoIIA peptide fluorescence polarization | inhibition, % at 10.7 µM | 360,000 tested, 0.14% active;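 active = mean inhibition of at least 70% across replicates, with every replicate also reaching that level; inconclusive = mean inhibition reaches 70% but some replicates fall short; inactive = mean inhibition below 70%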
Target sequence (P26447 whole entry, looked up): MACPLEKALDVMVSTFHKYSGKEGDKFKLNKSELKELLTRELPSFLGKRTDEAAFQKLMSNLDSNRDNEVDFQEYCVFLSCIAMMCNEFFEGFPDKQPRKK
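Material: S100A4 monomer protein / Buffer or medium: 50 mM HEPES pH 7.2, 10 mM CaCl2, 100 mM KCl / Times: 5 min incubation before reading / Benchmarks: neutral control DMSO, positive control TFP / Reagent: labelled myosin peptide probe, 5 nM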
DENV2 CPE rescue: inhibitors of DENV2 cytopathic effect. DENV2-infected cells, cytopathic effect rescue, plate reader. CPE inhibition, % at 9.99 µM. 350,000 tested, 1.7% active. AID 651640; in the data active = CPE inhibition above about 20%, passing the limit was not always enough; inconclusive = no clear call, values can overlap the other calls; tested in BHK-21 cells;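 also: 0% = median of neutral control wells and 100% = median of positive control wells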
E-sel inducer: induces E-selectin expression in human endothelial cells; HUVEC E-selectin immunofluorescence imaging; normalized: neutral wells 0, TNF-alpha wells 100; activation, % at 7.58 µM; 260,000 tested, 0.37% active; AID 686992;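 active = mean E-selectin-positive cell signal at least 10% of the positive control, reached in at least 60% of replicates, without over 20% cell loss; inconclusive = no rule given, readout overlaps actives, possibly toxicity-flagged; inactive = the rest, including those meeting only one limit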;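 also: in these data hits start at about 27%; measured in HUVEC primary endothelial cells; signal is the percent of cells scored E-selectin positive by PE staining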
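Test system: HUVEC | Signal: Immunofluorescence imaging | Read-out: Percent E-selectin-positive cells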
PglD inh: blocks C. jejuni PglD acetyltransferase activity; 360,000 tested, 0.098% active; AID 602405; purified PglD enzyme, DTNB colorimetric CoA detection; inhibition, % at 12.5 µM; in the data active = inhibition above about 16%, passing the limit was not always enough; inconclusive = no clear call, values can overlap the other calls; also: strong numbers were not always called active
C2C12 statin: suppressors of simvastatin-induced myotoxicity in C2C12 myotubes | ATP luminescence, 48 h; scaled: DMSO 0, geranylgeraniol control 100 | 330,000 tested, 0.78% active | rescue of ATP level, % at 7.49 µM;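 active = mean ATP rescue above about 67%, or every replicate alone reaching that limit, limit read from the data, passing the limit was not always enough; inconclusive = no clear call, values can overlap the other calls; inactive = mean under the limit and some replicate under it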;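 also: myotubes were challenged with 10 µM simvastatin during compound exposure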
SIRT5 inh: sirtuin-5 (human) deacylase inhibition; Q9NXA8; Purified SirT5, succinyl-peptide AMC, trypsin-coupled fluorescence; inhibition, % at 15 µM; 330,000 tested, 1.1% active; in the data active = inhibition above about 15%; inconclusive = no clear call, values can overlap the other calls
Target sequence (Q9NXA8 whole entry, looked up): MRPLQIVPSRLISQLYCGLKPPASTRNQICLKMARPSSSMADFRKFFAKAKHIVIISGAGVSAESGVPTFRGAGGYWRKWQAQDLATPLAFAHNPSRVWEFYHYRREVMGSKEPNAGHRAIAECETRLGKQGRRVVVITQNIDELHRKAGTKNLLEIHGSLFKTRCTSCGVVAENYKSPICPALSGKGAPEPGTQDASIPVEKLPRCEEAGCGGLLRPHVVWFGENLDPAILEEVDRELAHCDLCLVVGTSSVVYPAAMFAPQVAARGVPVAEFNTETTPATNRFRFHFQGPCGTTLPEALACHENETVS
* = called active by the depositor; ? = inconclusive; · = no result given; & = joins results of further samples. An excerpt; the hit share may differ from the screen's.

SMILES | ERp5 block | S100A4 MyoIIA | DENV2 CPE rescue | E-sel inducer | PglD inh | C2C12 statin | SIRT5 inh
CO[C@H]1CN(C)C(=O)c2cc(NC(=O)NC(C)C)ccc2OC[C@@H](C)N(C)C[C@@H]1C | -1 | 0 | 15 | -0.1 | 5 | 1 | -4
O=C(/C=C\c1cn(-c2ccccc2)nc1-c1cccs1)N1CCOCC1 | 1 | 3 | -2 | -1.0 | · | -20 | -1
CC(C)(C)c1ccc(Oc2ccc(NC(=O)c3ccccc3C(=O)O)cn2)cc1 | -8 | -1 | -3 | 0.4 | -7 | · | -5
C[C@@H]1CN([C@H](C)CO)C(=O)c2cccc(NC(=O)NC3CCCCC3)c2O[C@@H]1CN(C)Cc1ccc(Cl)c(Cl)c1 | 8 | -21 | 10 | -2.3 | -2 | · | 14
O=C(Nc1ccccc1C(=O)N1CCCCC1)c1ccc(Cl)cc1Cl | 3 | -11 | -7 | · | 4 | -6 | -1
O=C(Cc1ccccc1)N1CC(=O)N2[C@H](C1)[C@H](c1ccc(C3=CCCC3)cc1)[C@@H]2CO | 1 | -10 | 7 | 0.0 | · | · | 0
Nc1nc(Sc2ncccc2[N+](=O)[O-])n[nH]1 | 4 | 3 | 1 | -0.3 | 3 | · | -1
Cc1ccc(C(=O)C[n+]2cc(Br)cc(Br)c2)cc1 | -2 | -6 | -3 | · | -5 | · | -5
NS(=O)(=O)c1ccc(CCNC(=O)/C=C/c2ccc(S(=O)(=O)N3CCOCC3)cc2)cc1 | 12 | 2 | -6 | 0.0 | -3 | 7 | -6
C/C(N)=C(/C#N)C(=O)COC(=O)CCCNC(=O)c1ccc(Cl)cc1 | 2 | 1 | 1 | -4.1 | -4 | 6 | ·
Cc1cc(C(=O)Nc2cccc(S(=O)(=O)N3CCCCC3)c2)c2ccccc2n1 | 4 | -6 | · | 2.0 | 2 | -2 | -3
O=C(CN1CCN(S(=O)(=O)N2CCCCCC2)CC1)Nc1ccc(F)cc1 | 3 | -4 | -3 | 0.4 | 3 | -5 | 0
C[C@@H]1CN([C@H](C)CO)C(=O)c2cc(NS(=O)(=O)c3ccc(F)cc3)ccc2O[C@@H]1CN(C)Cc1ccc(C(F)(F)F)cc1 | -9 | 3 | 15 | -0.2 | 0 | 32 | 9
COCC(=O)Nc1cc(Cl)ccc1C | -2 | 4 | · | · | · | · | -5
CCC(=O)OCC(=O)Nc1cc(C)c(C)cc1[N+](=O)[O-] | -2 | 6 | · | -8.1 | 0 | 6 | -1
CC=Cc1ccc2n(c1=O)C[C@H]1[C@H](CO)[C@@H](C(=O)NCC)[C@@H]2N1C(=O)C1CC1 (mixture of isomers) | 0 | 3 | 6 | -0.5 | -3 | -12 | -1
C[C@@H]1CN([C@@H](C)CO)C(=O)c2c(c3ccccc3n2C)-c2ccccc2CO[C@@H]1CN(C)C(=O)CCN(C)C | -6 | 24 | -6 | -0.2 | -4 | -3 | 0
Cc1nc2c(c(=O)c3ccccc3n2C)c(=O)n1C1CCCCCC1 | 0 | -1 | 3 | · | · | · | -2
O=C1CSCN1c1ccc(Cl)c(Cl)c1 | -3 | 1 | 9 | · | 5 | 1 | 1
C[C@@H]1NC(=O)[C@@]2(C)[C@@H](c3ccccc3)[C@H]3COc4ccc(Cl)cc4[C@@H]3N2C1=O | 5 | -5 | ? | -0.1 | -5 | -4 | ·
COCC(=O)N1[C@H](C#N)[C@@H](c2ccccc2-c2cccc(F)c2)[C@@H]1CO | -3 | 4 | -4 | -0.1 | · | · | 4
CC(=O)Nc1cccc(-c2ccnc3c2CC(C(=O)Nc2ccc(Cl)cc2)O3)c1 (configuration not stated) | 3 | 0 | 0 | 0.4 | -2 | 0 | 5
O=C(/C=C/c1ccc(F)cc1)Nc1ccc(S(=O)(=O)Nc2ncccn2)cc1 | -9 | 12 | 5 | 0.5 | · | · | ·
O=C(C[C@H]1CC[C@@H]2[C@H](COC[C@H](O)CN2C(=O)c2ccccc2)O1)NCCCN1CCOCC1 | · | · | -1 | 0.1 | 13 | -6 | ·
CCOC(=O)/C(C#N)=C/c1cccn1-c1ccc(Cl)cc1 | 6 | 2 | 5 | · | -1 | · | -1
COc1ccc(/C=N/NC(=O)Nc2cccc3nsnc23)cc1OC | 2 | 2 | 14 | · | · | · | ·
COc1ccc2c(c1)CCC/C2=N/OC(=O)c1ccccc1OC | 1 | 2 | 1 | · | · | · | -5
COCC(=O)N1CC[C@H]2[C@@H]1c1cc(-c3ccc(F)cc3)ccc1N(C)[C@H]2CO | 0 | 1 | -16 | 1.3 | -6 | -14 | 8
O=C(c1ccncc1)N1C[C@@H]2[C@H](c3ccccc31)[C@H](CO)N2Cc1ccccc1F | 2 | -7 | -3 | 0.1 | -3 | -6 | -1
CC(=C\c1ccccc1)/C=C1/SC(=S)N(C(C(=O)O)C(C)C)C1=O (configuration not stated) | -5 | 3 | 3 | · | · | · | -1

Retrieved by compound from the list above (four):
SMILES | ERp5 block | S100A4 MyoIIA | DENV2 CPE rescue | E-sel inducer | PglD inh | C2C12 statin | SIRT5 inh
O=C(c1ccncc1)N1C[C@@H]2[C@H](c3ccccc31)[C@H](CO)N2Cc1ccccc1F | 2 | -7 | -3 | 0.1 | -3 | -6 | -1
C[C@@H]1CN([C@@H](C)CO)C(=O)c2c(c3ccccc3n2C)-c2ccccc2CO[C@@H]1CN(C)C(=O)CCN(C)C | -6 | 24 | -6 | -0.2 | -4 | -3 | 0
C[C@@H]1NC(=O)[C@@]2(C)[C@@H](c3ccccc3)[C@H]3COc4ccc(Cl)cc4[C@@H]3N2C1=O | 5 | -5 | ? | -0.1 | -5 | -4 | ·
COCC(=O)N1CC[C@H]2[C@@H]1c1cc(-c3ccc(F)cc3)ccc1N(C)[C@H]2CO | 0 | 1 | -16 | 1.3 | -6 | -14 | 8

Filtered by structure, the entries above with a nitro group on carbon
SMILES | ERp5 block | S100A4 MyoIIA | DENV2 CPE rescue | E-sel inducer | PglD inh | C2C12 statin | SIRT5 inh
Nc1nc(Sc2ncccc2[N+](=O)[O-])n[nH]1 | 4 | 3 | 1 | -0.3 | 3 | · | -1
CCC(=O)OCC(=O)Nc1cc(C)c(C)cc1[N+](=O)[O-] | -2 | 6 | · | -8.1 | 0 | 6 | -1

Next section.
SMILES | ERp5 block | S100A4 MyoIIA | DENV2 CPE rescue | E-sel inducer | PglD inh | C2C12 statin | SIRT5 inh
O=c1ccc2nc3ccccc3sc-2c1 | 20 | 0 | ? | 0.1 | 3 | 19 | 1
CCN(CC)CCCn1c2c(c(SCC(=O)Nc3cccc(C(C)=O)c3)nc1=O)CCC2 | -1 | -1 | 1 | 0.2 | -4 | 2 | 5
COc1ccc(-c2cc(NC(C)=O)c3ncc(-c4ccc(OC)c(OC)c4)n3c2)cc1OC | -4 | -7 | -3 | -0.2 | 5 | -21 | ·
CN(CC(O)COc1c(F)cc(Br)cc1F)C1CCCCC1 (configuration not stated) | 1 | -6 | 4 | · | · | · | 0
Cc1ccc(Cl)cc1N1CCN(S(=O)(=O)c2ccc(-c3ccc(=O)[nH]n3)o2)CC1 | · | 13 | 3 | · | · | · | -4
CCC(=O)Nc1ccc2c(c1)C(=O)N(C)C[C@H](OC)[C@@H](C)CN(C(=O)Cc1cccnc1)[C@@H](C)CO2 | 9 | -5 | 1 | 0.1 | 3 | 0 | 0
CCCCNC(=O)CCCCn1c(=S)[nH]c2c([nH]c3ccc(OC)cc32)c1=O | -7 | 0 | 6 | 0.1 | · | · | 5
COCCCNS(=O)(=O)c1ccc2[nH]c(=O)[nH]c2c1 | 3 | -7 | -1 | 0.0 | 0 | 2 | -2
CS(=O)(=O)c1ccc(NC(=O)c2ccc3c(c2)S(=O)(=O)N=C2CCCCCN23)cc1 | 3 | -2 | -5 | -1.8 | 2 | 10 | -1
Cc1cc(C)c(C(=O)Nc2cccc(F)c2)c(Cl)n1 | 1 | -2 | 7 | · | · | · | 0
CCCCn1nnnc1NCc1ccc(C)cc1 | 2 | -8 | 4 | · | 1 | -5 | -2
CC(=O)N1CCN(C(=O)c2cc(S(=O)(=O)N(C)Cc3ccccc3)ccc2Cl)CC1 | 2 | 0 | -6 | -0.5 | 2 | 9 | 2
O=C(C[C@@H]1C[C@@H]2c3cc(NS(=O)(=O)c4ccc(F)cc4)ccc3O[C@@H]2[C@H](CO)O1)N1CCOCC1 | 5 | 38 | 9 | 0.1 | 1 | -2 | -4
COc1ccc(NC(=O)N(C)C[C@H]2Oc3ccc(NS(=O)(=O)c4cn(C)cn4)cc3C(=O)N([C@H](C)CO)C[C@@H]2C)cc1 | -1&7 | -2&0 | 2&10 | 10 | -8&1 | -3&-3 | 4&-5
CO[C@H]1CN(C)C(=O)c2cc(NS(=O)(=O)c3cn(C)cn3)ccc2OC[C@H](C)N(CCC(F)(F)F)C[C@H]1C | -1 | 6 | -10 | -0.3 | -3 | -10 | 1
C[C@@H]1CN([C@@H](C)CO)C(=O)c2c(c3ccccc3n2C)-c2ccccc2CO[C@@H]1CN(C)C(=O)Nc1cccc(F)c1 | -1 | -7 | 3 | -0.3 | 0 | -28 | -4
Cc1ccc(F)cc1NC(=O)COC(=O)C1CCN(c2ccc(C(F)(F)F)cn2)CC1 | 0 | -23 | 10 | -0.7 | -3 | 3 | -4
O=C(Nc1ccccc1[N+](=O)[O-])c1cc(S(=O)(=O)Nc2ccccn2)ccc1Cl | 0 | -1 | 6 | · | -3 | 27 | 0
Cc1cccc(N2CCN(C(C(=O)NCc3ccccc3)c3ccco3)CC2)c1C (configuration not stated) | 10 | 0 | 3 | -0.1 | · | · | -1
COc1ccc(C(C)(NC(C)=O)c2nc(-c3cncnc3)cs2)cc1 (configuration not stated) | -1 | -2 | 18 | -0.1 | 3 | 10 | -4
O=C1CC(NS(=O)(=O)c2cccs2)CN1c1cccc(F)c1 (configuration not stated) | 2 | 9 | 19 | 0.0 | · | 10 | -1
CCc1nc2ccc(C(=O)NCCOc3ccc(OC)cc3)cn2c1N(C)Cc1nccn1C | -2 | 9 | 0 | -0.1 | 1 | 2 | 0
CCS(=O)(=O)N1CCC2(CC1)CN(Cc1ccccc1OC)[C@@H](CO)c1c2c2ccc(OC)cc2n1C | 2 | 10 | -5 | -0.9 | · | · | 2
O=C(O)c1ccc(CSc2nnc(-c3ccco3)o2)cc1 | -4 | 3 | 2 | -0.2 | 0 | 25 | -1
CCOC(=O)N1CCN(C(=O)CS(=O)(=O)Cc2nc(-c3ccccc3C)oc2C)CC1 | -16 | 1 | -3 | 1.5 | 0 | 1 | -9
C=CCNC(=O)/C(C#N)=C/c1c(C)nn(-c2ccc(Cl)cc2)c1Cl | 0 | 2 | -16 | 0.4 | · | · | -5
CCOC(=O)C1=C(C)Nc2ccccc2N=C1NC(=O)c1cc(C)on1 | 5 | -7 | -2 | · | 2 | -2 | -1
Cc1ccc(S(=O)(=O)N[C@@H]2C=C[C@@H](CC(=O)NCc3ccc(Cl)c(Cl)c3)O[C@@H]2CO)cc1 | 0 | -4 | -6 | -0.2 | -3 | -4 | 1
O=C(NCCc1ccccc1)c1cc(=O)c2ccccc2o1 | -2 | -3 | 2 | · | · | · | 2
COc1ccc(CN(C)C[C@H]2Oc3ccc(NS(C)(=O)=O)cc3CC(=O)N([C@H](C)CO)C[C@@H]2C)cc1 | 2 | 1 | -5 | · | 4 | -5 | -3
O=C(NCC(c1ccco1)N1CCc2ccccc2C1)c1ccccc1 (configuration not stated) | -3 | 4 | -7 | 2.5 | 4 | 23 | -2
COc1ccc(CN2CCC(=O)N([C@H](CO)Cc3ccccc3)CC2)cc1OC | -6 | 0 | -10 | -0.1 | -1 | 19 | ·

Compound profiles, from the list above. Order of values: ERp5 block	S100A4 MyoIIA	DENV2 CPE rescue	E-sel inducer	PglD inh	C2C12 statin	SIRT5 inh
Entry for `COc1ccc(C(C)(NC(C)=O)c2nc(-c3cncnc3)cs2)cc1` (configuration not stated) → -1	-2	18	-0.1	3	10	-4
Entry for `O=C(NCCc1ccccc1)c1cc(=O)c2ccccc2o1` → -2	-3	2	·	·	·	2
